# ATXN2 expr inh – inhibitors of ATXN2 expression; HEK-293 ATXN2-luciferase reporter, luminescence, 24 h; Potency, µM (series often up to 57 µM), for the others: at the highest dose activity change, negative = inhibition, usual class: inhibitors; 0.72% of 360,000 active; AID 1745845; note: potency is the fitted concentration of half-maximal effect; % is set by controls: 0 for no effect and ±100 for the full control effect; nearly all actives have a fitted effect of over 55% in size
#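 qHTS (up to 57 uM final) was run with 24 h compound exposure of reporter cells at 37 °C. Each well was multiplexed: SteadyGlo luminescence measured ATXN2-luciferase expression after a fluorogenic Gly-Phe-AFC viability readout (25 uM final).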
# IL-1B inflam inh – blocks inflammasome-driven IL-1 beta release; THP-1 LPS/ATP IL-1B secretion, AlphaLISA, 16 h; stronger effect = lower value; activity change, % at 57.5 µM; 4.7% of 360,000 active; AID 743279; in the data active = activity change below about -50%; inconclusive = mostly about -30% to -49%; note: % is set by controls: 0 for no effect and ±100 for the full control effect
#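 Secreted IL-1B measured by AlphaLISA bead assay after 16 h compound exposure of THP-1 cells; compounds (final up to 57.5 uM) added 1 h before LPS (250 ng/mL) and ATP (1.25 mM) stimulation; lower signal means less secretion.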
# KB-3-1 cytotox – kills parental KB-3-1 adenocarcinoma cells; KB-3-1 viability, CellTiter-Glo ATP luminescence, 72 h; Potency, µM (series often up to 46.1 µM), without a hit: top-dose activity change, negative = cytotoxic, usual class: cytotoxic; 1.4% of 400,000 active; AID 1347075; note: potency is the fitted concentration of half-maximal effect; % is set by controls: 0 for no effect and ±100 for the full control effect; nearly all actives have a fitted effect of over 60% in size
#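 Parental KB-3-1 adenocarcinoma cells in phenol-red-free DMEM with 10% FBS were pin-treated with compounds at several concentrations, incubated 72 h at 37 °C, and viability read by CellTiter-Glo luminescence; concentration-effect curves were fitted after normalization.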
# HepG2 tox – counter-screen for TGF-b inhibitors: cytotoxicity in HepG2 cells. HepG2 CAGA-GFP viability, ATP luminescence, 18 h. Potency, µM (highest dose often 46.1 µM), without a hit: at the top dose activity change, negative = cytotoxicity, actives largely listed as cytotoxic. 0.76% of 410,000 active. AID 588856; note: potency is the fitted concentration of half-maximal effect; some results filed as inactive show a strong effect at the top dose
#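 CellTiter-Glo luminescence gave cytotoxicity after 18 hours at 37 degrees C. The cells were HepG2 CAGA-GFP in 1% FBS DMEM, stimulated with 500 pg/mL TGF-beta after compound addition. %Activity was normalised to no-cell wells (complete cell-killing) and DMSO (no toxicity), and curves were fitted and classified.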
# S2 tox – reduces viability in counter-screen for ATXN expression inhibitors; 0.49% of 400,000 active; Potency, µM (doses to about 56.7 µM), actives largely listed as cytotoxic; S2 cells (HEK-293 line with an ATXN2-luciferase reporter) viability, CellTiter-Fluor protease fluorescence, 24 h; note: potency is the fitted concentration of half-maximal effect; nearly all actives have a fitted effect of over 40% in size
# HT1080 IDH1KD tx – toxicity to HT-1080 IDH1 knockdown cells (counter line). HT-1080 IDH1 knockdown viability, ATP luminescence, 48 h. 2% of 360,000 active. Potency, µM (series often up to 46.1 µM), without a hit: at the top dose activity, negative = toxicity, hits mostly cytotoxic;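 note: potency is the fitted concentration of half-maximal effect; 0% = DMSO wells and -100% = cell-free medium wells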
#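 After a 2 h attachment period, IDH1KD HT-1080 cells took pin-transferred compound for 48 h at 37 °C; ATP-based luminescence after 10 min room-temperature reagent incubation reported viability.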
# SW480 rereplic – DNA re-replication induction in SW480 cells | SW480 DNA re-replication, Hoechst DNA content imaging, 48 h | Potency, µM (titrated, usually from 46.1 µM), for the others: at the highest dose re-replication activation, usual class: activators | 1.8% of 340,000 active | AID 624297; note: potency is the fitted concentration of half-maximal effect; % of control where 0% means no effect; nearly all actives have a fitted effect of over 55% in size
#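 Treated cells incubate 48 hr (37 C, 5% CO2), are stained 40 min with Hoechst, and nuclear fluorescence is enumerated; a rise in nuclei with high DNA signal marks re-replication.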
# HT1080NT lethal – kills 2HG-producing HT-1080-NT fibrosarcoma cells. HT-1080-NT fibrosarcoma viability, CellTiter-Glo ATP luminescence, 48 h. Potency, µM (titrated, usually from 46.1 µM), for the others: at the highest dose activity, negative = less viability, usual class: cytotoxic. 1.6% of 360,000 active. AID 686970;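 note: NT is the 2HG producing partner of a matched IDH1 knockdown line; potency is the fitted concentration of half-maximal effect; 0% = DMSO-treated cells and -100% = media-only wells without cells; nearly all actives have a fitted effect of over 55% in size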
#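 Toxicity toward the 2HG-producing NT line was scored as %Activity, normalised to DMSO and no-cell wells, from CellTiter-Glo luminescence after 48 hours' treatment.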
# MCF10A rereplic – induces DNA re-replication in MCF 10a normal breast cells; MCF 10A DNA re-replication, Hoechst nuclear intensity, 48 h; Potency, µM (doses to about 46.1 µM), for the others: at the highest dose activity, positive = re-replication, hits mostly activators; 2.9% of 350,000 active; note: potency is the fitted concentration of half-maximal effect; % of control where 0% means no effect; nearly all actives have a fitted effect of over 50% in size
# Active calls of the source: *; i = inactive; ? = inconclusive; · = not tested or not shown; [ ] = another dose, or the depositor's remark. Unless noted, calls come from the whole dose curve; as a rule, active = well fitted curve in the direction sought with a large enough effect; inconclusive = small, poorly fitted or top-dose-only effect, or another doubt; inactive = no such curve, though single readings can be large; an effect the other way counts as inactive or inconclusive.
SMILES,ATXN2 expr inh,IL-1B inflam inh,KB-3-1 cytotox,HepG2 tox,S2 tox,HT1080 IDH1KD tx,SW480 rereplic,HT1080NT lethal,MCF10A rereplic
CCOc1ccc(-n2c(N)c(C(=O)NCc3ccco3)c3nc4ccccc4nc32)cc1,?,-96*,-4%,-32%,i,?,?,?,13µM*
CCN(CC)S(=O)(=O)N1CCC(C(=O)NCc2ccc3c(c2)OCO3)CC1,-4%,-5,5%,-27%,i,10%,1%,9%,0%
Cc1nnc(C)n1/N=C/c1ccccc1,11%,9,-8%,1%,i,6%,-4%,7%,-8%
CCC(Sc1nc2ccsc2c(=O)n1Cc1ccc(C(=O)O)cc1)C(=O)Nc1ccc(C)c(Cl)c1 (stereo unspecified),·,44,-10%,-34%,?,-15%,-3%,-26%,-5%
Cc1ccc(-c2cc(C(=O)N3CCOCC3)c3ccccc3n2)o1,1%,6,-23%,-34%,i,?,0%,?,-39%[inhibitor]
COc1cccc(-n2c(SCc3c(C)noc3C)nnc2-c2cccc(S(=O)(=O)N(C)C)c2)c1,2%,42,19%,3%,i,5%,-4%,5%,-18%
COc1ccc(CC(=O)OCC(=O)N2CCCc3ccccc32)cc1OC,-1%,19,-7%,-5%,?,0%,-118%[inhibitor],5%,-20%
O=S(=O)(NCCc1ccccc1)c1ccc(Cl)nc1,-8%,5,-4%,-4%,i,10%,4%,1%,-1%
O=C(COC(=O)c1cc(S(=O)(=O)N2CCOCC2)ccc1Cl)Nc1ccc(Cl)cn1,·,40,22%,-4%,i,2%,·,1%,·
O=C(COc1ccccc1F)Nc1ccc2c(c1)OCCO2,6%,6,25%,7%,i,-7%,13%,4%,-32%[inhibitor]
CCCCCCC(C)n1cc(C(C)=O)c(=O)n(C)c1=O (stereo unspecified),-21%,0,-12%,-9%,i,0%,?,2%,-2%
Cn1c(SCC(=O)NCc2cccs2)nnc1-c1ccncc1,-5%,0,7%,-3%,i,9%,-5%,23%,-2%
O=C(NCc1cccc(Cl)c1)c1ccc2c(c1)SC1=NS(=O)(=O)CCN12,·,·,-4%,-2%,i,-3%,-81%[inhibitor],-16%,7%
Cc1ccc(C)n1-c1ccncc1,4%,-2,21%,7%,i,0%,2%,12%,-17%
COc1ccc(Cl)cc1-c1cc(C(=O)NCc2ccco2)[nH]n1,10%,-18,0%,-20%,i,-25%,·,-17%,·
COc1ccccc1NC(=O)C1CCN(S(=O)(=O)c2ccc3c(c2)oc(=O)n3C)CC1,-2%,·,11%,3%,i,·,·,·,·
CCC(C)Nc1nc(-c2cccc(OC)c2O)nc2ccccc12 (stereo unspecified),?,-74*,?,-9%,?,?,10%,?,?
O=C(Nc1ccc2c(c1)OCCO2)C(c1ccccc1F)n1c(=O)c(-c2ccco2)nc2ccccc21 (stereo unspecified),·,-14,-2%,·,·,-5%,·,-3%,·
Cc1ccc(C)c(CSC2=NCCN2C(=O)c2cccs2)c1,-24%,2,-11%,-22%,i,-18%,-2%,-8%,1%
COCCN(C(=O)c1ccccc1)c1nnc(-c2cccnc2)s1,8%,-18,6%,-30%,i,8%,-5%,7%,-6%
CC12CCC(=O)N1C(C(=O)NCCc1ccccc1)CS2 (stereo unspecified),30%,0,5%,12%,i,4%,5%,-2%,-1%
COc1ccc(-c2nc3sc(CCNC(=O)c4ccccc4C)c(C)n3n2)cc1,10%,·,3%,-23%,?,·,·,·,·
COc1cccc(CNC(=O)c2nnn(CC(=O)Nc3ccc(Br)cc3)c2N)c1,·,5,1%,-30%,?,?,-39%,-20%,-1%
CC(C)CN(CC(C)C)S(=O)(=O)N1CCC(C(=O)NCc2ccccn2)CC1,-4%,-3,-10%,-21%,i,-14%,-7%,-4%,-4%
COC(=O)c1cc(=O)n(Cc2ccc3c(c2)OCO3)c(=Nc2ccc(F)c(Cl)c2)s1,-2%,-6,?,1%,i,-1%,1%,14%,11%
COc1ccccc1CCn1cnc(-c2ccc(OC)c(OC)c2)c1C(C)C,0%,-51*,?,·,?,?,·,23µM*,·
COc1ccc(NC(=O)CN2CCCN(S(=O)(=O)c3ccc(Br)cc3)CC2)c(OC)c1,-24%,·,?,-26%,?,·,·,·,·
O=C(OCc1nnc(-c2ccccc2)o1)C12CC3CC(CC(Br)(C3)C1)C2,·,13,-1%,-6%,i,-2%,-1%,0%,17%
COC(=O)[C@@H](NC(=O)c1ccccc1)[C@@H](C)O,9%,16,16%,1%,i,15%,-12%,?,11%
O=C(CN1CCN(Cc2ccc(Cl)cc2)CC1)N/N=C/c1cccc(F)c1,-3%,·,15%,-43%,i,?,-44%[inhibitor],-6%,-10%

# The last four entries of the section before are carried over, then new ones follow.
SMILES,ATXN2 expr inh,IL-1B inflam inh,KB-3-1 cytotox,HepG2 tox,S2 tox,HT1080 IDH1KD tx,SW480 rereplic,HT1080NT lethal,MCF10A rereplic
COc1ccc(NC(=O)CN2CCCN(S(=O)(=O)c3ccc(Br)cc3)CC2)c(OC)c1,-24%,·,?,-26%,?,·,·,·,·
O=C(OCc1nnc(-c2ccccc2)o1)C12CC3CC(CC(Br)(C3)C1)C2,·,13,-1%,-6%,i,-2%,-1%,0%,17%
COC(=O)[C@@H](NC(=O)c1ccccc1)[C@@H](C)O,9%,16,16%,1%,i,15%,-12%,?,11%
O=C(CN1CCN(Cc2ccc(Cl)cc2)CC1)N/N=C/c1cccc(F)c1,-3%,·,15%,-43%,i,?,-44%[inhibitor],-6%,-10%
Cc1cccc(C(=O)N2CCCC(N3CCN(c4cccc(Cl)c4)CC3)C2)n1 (stereo unspecified),11%,23,0%,-2%,i,2%,-2%,5%,14%
CC(O)CN(C)CC/C=C1/c2ccccc2CSc2ccccc21 (stereo unspecified),-6%,-19,-2%,-19%,i,1%,-4%,-8%,-1%
COc1ccc(CN2CCNC(=O)C2CC(=O)N(C)Cc2cc(C)no2)cc1OC (stereo unspecified),7%,-10,0%,-8%,i,14%,-1%,2%,-2%
O=C(O)CCn1cc(/C=C2\NC(=S)N(c3ccccc3)C2=O)c(-c2ccc(Br)cc2)n1,·,4,1%,0%,i,4%,-73%[inhibitor],3%,21%
O=C(CC(C(=O)O)c1ccc(F)cc1)c1ccc(Cl)cc1 (stereo unspecified),-13%,20,1%,2%,i,4%,-2%,16%,1%
CC[C@@H]1C(c2cccc(C)c2)=NN(c2ccccc2)[C@H]1C(=O)N1CCOC1=O,-12%,0,-1%,-32%,?,-12%,-6%[9.22 µM],-21%,?
Cc1cccc(NC(=O)C2C3CCCCC32)c1 (stereo unspecified),42%[activator],-16,1%,-13%,i,-1%,11%,-1%,?
CC(c1ccccc1)N1C(=O)c2ccccc2C1(O)Cc1ccccc1 (stereo unspecified),-3%,-17,-4%,-20%,i,?,?,-20%,-7%
Cc1ccc(C(=O)NC2CCCCCC2)cc1S(=O)(=O)N1CCOCC1,21%,0,-20%,-13%,i,-5%,2%,-7%,5%
C/C(=N\NC(=O)c1c[nH]c2ccccc12)c1ccco1,51%[activator],-3,15%,-2%,i,-5%,2.9µM*,2%,2.3µM*
COc1cc(Cl)c(NC(=O)c2cc3ccccn3n2)c(OC)c1,17%,·,14%,-28%,i,·,·,·,·
CCN(Cc1ccc(OC)c(F)c1)C(=O)CCl,-4%,-96*,?,-59%,?,16µM*,16µM*,18µM*,?
O=[N+]([O-])c1c(Nc2ccccn2)cc(Cl)c2nonc12,28µM*,-101*,?,-91%,?,?,?,?,?
CC(C)c1nc2ccccc2n1CC(O)COC1CCCCC1 (stereo unspecified),1%,15,-22%,6%,i,0%,0%,1%,2%
Cc1ccc(NC(=O)C(C)OC(=O)Cc2c[nH]c3ccccc23)cc1 (stereo unspecified),-2%,19,-3%,-3%,i,-15%,-64%[inhibitor],-13%,24%
CC(C)OCCCNC(=O)C1CCN(S(=O)(=O)c2ccc3nc4c(c(C(=O)O)c3c2)CCCCC4)CC1,12%,33,-1%,9%,i,12%,-18%,14%,3%
CCOCCCNS(=O)(=O)c1ccc(NC(=O)Cc2c(F)cccc2Cl)cc1,-18%,4,-9%,16%,?,-4%,-3%,-14%,-2%
CCOC(=O)C1=C(C)N(C[C@@H]2CC[C@@H](Cc3ccc(-c4ccccc4)cc3)O2)C(=O)NC1C1CC1 (stereo partly specified),-31%,11,0%,-24%,?,4%,?,4%,?
Cc1ccc(NC(=O)c2sc(C)nc2C)c(C)c1,44%[activator],-11,-2%,11%,i,22%,4%,24%,10%
Cc1ccc(S(=O)(=O)NCC(=O)NCC2COc3ccccc3O2)cc1C (stereo unspecified),-19%,41,-4%,-8%,i,0%,-7%,-8%,12%
Cc1cc(NC2CCCC2)n2ncc(-c3ccccc3)c2n1,-30%,?,?,-21%,i,-27%,1%,-3%,?
CCOc1ccccc1NC(=O)C(NCCc1ccc(OC)cc1)c1ccccc1 (stereo unspecified),-1%,-7,?,-30%,i,-10%,23%,-12%,-15%
Cc1ccccc1NC(=O)C(=O)NCc1ccccn1,23%,-8,-17%,2%,?,5%,-2%,11%,15%
COc1ccc(CNC(=O)C2=CC(c3cccc(OC)c3)=NS(=O)(=O)N2C)cc1,13%,·,-1%,-1%,i,·,·,·,·
COc1ccc(NC(=O)CSc2nc3[nH]ncc3c(=O)[nH]2)cc1OC,-2%,19,1%,5%,?,2%,-13%,5%,0%
C/C(=N\NC(=O)C(C)Sc1ccccc1)c1ccc([N+](=O)[O-])cc1 (stereo unspecified),·,41,-18%,-9%,i,-16%,1%,0%,-1%
CCOC(=O)c1cc2[nH]c3ccccc3c2[n+](-c2ccc([N+](=O)[O-])cc2)c1N,-16%,-58*,?,-11%,?,-29%,-10%,?,-10%

# Assay outcomes: PubChem, National Center for Advancing Translational Sciences (NCATS)
